Assay outcomes deposited in PubChem by National Center for Advancing Translational Sciences (NCATS).
EPAC1 ag = EPAC1 (human) agonism; 360,000 compounds, 0.073% hits; Potency, µM (highest dose often 154 µM), for inactives: top-dose activation, actives largely listed as activators; O95398; EPAC1 agonist qHTS, biochemical assay; response scale: 100% = response to 6.5 mM cAMP; further: potency means the concentration at half of the fitted maximal effect; nearly all actives have a fitted effect of over 60% in size
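EPAC1 100 nM, Rap1B–BODIPY-GDP 250 nM, unlabeled GDP 50 uM; compound titration; 5 min RT; kinetic read ex480/em540 at 5-min intervals ×30 min; data normalized to 6.5 mM cAMP agonist control.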
EPAC1 antagonist = antagonists of human EPAC1; O95398; EPAC1 GEF assay, Rap1b-BODIPY-GDP exchange fluorescence; Potency, µM (titrated, usually from 115 µM), inactives show at the highest dose activity change, negative = inhibition, hits mostly inhibitors; 360,000 compounds, 0.14% hits; AID 720709;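 further: potency means the concentration at half of the fitted maximal effect; plate controls were vehicle for no effect and positive control for full effect; nearly all actives have a fitted effect of over 50% in size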
PTHR1 agonist = PTHR1 (human) receptor agonism; HEK293 GP2 PTHR1 cells, GloSensor cAMP luminescence, 1 h; 410,000 compounds, 0.075% hits; Potency, µM (doses to about 115 µM), for inactives: at the top dose activation, most hits filed as activators; further: potency means the concentration at half of the fitted maximal effect; nearly all actives have a fitted effect of over 55% in size; some results filed as inactive show a strong effect at the top dose; inactives centre near -15; many of its hits are not listed in these tables
Target sequence (Q03431 whole entry, looked up): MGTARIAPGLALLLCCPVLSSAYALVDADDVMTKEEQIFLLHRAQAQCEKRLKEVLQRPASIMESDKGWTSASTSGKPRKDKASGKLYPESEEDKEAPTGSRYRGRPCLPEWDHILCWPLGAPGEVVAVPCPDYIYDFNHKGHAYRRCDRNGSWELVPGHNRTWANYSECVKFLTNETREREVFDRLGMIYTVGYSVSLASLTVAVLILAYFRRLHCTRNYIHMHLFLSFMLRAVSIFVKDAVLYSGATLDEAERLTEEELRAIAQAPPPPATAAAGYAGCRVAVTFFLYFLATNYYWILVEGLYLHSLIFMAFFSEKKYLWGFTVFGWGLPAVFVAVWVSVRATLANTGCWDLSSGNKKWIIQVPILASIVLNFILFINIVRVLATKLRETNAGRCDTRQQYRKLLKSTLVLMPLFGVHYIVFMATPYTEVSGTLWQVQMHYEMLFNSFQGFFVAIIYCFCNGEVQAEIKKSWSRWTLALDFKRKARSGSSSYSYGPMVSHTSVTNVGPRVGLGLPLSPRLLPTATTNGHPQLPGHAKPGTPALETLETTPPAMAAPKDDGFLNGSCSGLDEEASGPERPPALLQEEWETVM
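HEK-293-derived GP2 cells expressing PTHR1 and a GloSensor cAMP reporter, 3,000/well, plated overnight, given luciferin plus IBMX (each 0.5 mM as added) for 1 h at 37 °C, then compound for 1 h at 37 °C. Luminescence was read after 15 min at room temperature.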
PLK1 PBD inh = PLK1 (human) polo-box domain binding inhibition. P53350. Plk1 PBD binding of FITC phosphopeptide, fluorescence polarization. Potency, µM, for inactives: max response, negative = inhibition, hits mostly inhibitors. 360,000 compounds, 2.8% hits. AID 720504; further: potency means the concentration at half of the fitted maximal effect; series mostly up to about 57 µM; on the % scale 0 is the no-effect control and ±100 the full control effect; nearly all actives have a fitted effect of over 65% in size
GLP1R inv ag = inverse agonists of human GLP-1 receptor; P43220; HEK293 GLP-1R CRE-luciferase, luminescence, 24 h; GLP-1R form is constitutively active; Potency, µM (doses to about 38.3 µM), without a hit: top-dose activity change, negative = inhibition, actives largely listed as inhibitors; 410,000 compounds, 1.6% hits; AID 624417; further: potency means the concentration at half of the fitted maximal effect; on the % scale 0 is the no-effect control and ±100 the full control effect; nearly all actives have a fitted effect of over 55% in size
Target sequence (P43220 whole entry, looked up): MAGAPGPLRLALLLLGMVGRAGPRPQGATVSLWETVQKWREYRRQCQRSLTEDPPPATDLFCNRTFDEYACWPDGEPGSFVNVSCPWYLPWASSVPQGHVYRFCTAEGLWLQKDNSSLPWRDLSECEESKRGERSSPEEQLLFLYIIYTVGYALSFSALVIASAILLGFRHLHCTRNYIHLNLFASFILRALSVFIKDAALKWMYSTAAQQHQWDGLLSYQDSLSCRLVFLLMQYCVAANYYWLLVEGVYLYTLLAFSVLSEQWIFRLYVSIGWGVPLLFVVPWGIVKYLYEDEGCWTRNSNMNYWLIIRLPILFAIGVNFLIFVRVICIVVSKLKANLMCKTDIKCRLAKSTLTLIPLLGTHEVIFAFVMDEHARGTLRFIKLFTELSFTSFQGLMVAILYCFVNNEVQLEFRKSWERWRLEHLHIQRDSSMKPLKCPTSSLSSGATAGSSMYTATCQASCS
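Luminescence readout: a drop in cAMP-driven luciferase signal flags inverse agonism at a constitutively active GLP-1R stably expressed in HEK293. Compound exposure lasted 24 hr at 37 deg C, 5% CO2.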
PI5P4Ka inh = blocks human PI5P4K alpha kinase activity. P48426. PI5P4Kalpha enzyme, ADP-Glo luminescence, 60 min; stronger effect = lower value. max response, %. 330,000 compounds, 1.2% hits; active means max response of -50% or lower; inconclusive means between -30% and -50%; inactive means -30% or higher; further: value at the top dose of about 77 µM; on the % scale 0 is the no-effect control and ±100 the full control effect
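Controls without substrate or without enzyme flank wells where PI5P4Kalpha converts substrate using 5 microM ATP (final). Incubation lasts 60 minutes at room temperature; ADP formed is read by ADP-Glo luminescence.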
GLP1R ag = activates the human GLP-1 receptor; P43220; HEK293 GLP-1R CRE-luciferase, luminescence, 4-6 h; cells express a hypersensitive GLP-1R form; Potency, µM (top dose mostly 45.6 µM), for the others: at the top dose activation, most hits filed as activators; 380,000 compounds, 0.007% hits; AID 624172; further: potency means the concentration at half of the fitted maximal effect; % of control where 0% means no effect
IL2 activator = IL-2 activation. IL-2 activation reporter assay, cell-based qHTS; stimulated with anti-CD3/CD4/CD28 beads; in transgenic mouse T cells. activation, % (series mostly up to about 46 µM). 360,000 compounds, 0.065% hits; in the data active means activation above about 50%; inconclusive means mostly about 30% to 49%; further: 0% is about no effect
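First, unstimulated transgenic mouse T cells were exposed to compound for 60 min. Next, anti-CD3/anti-CD4-coated beads with anti-CD28 were added. Finally, after 18 h at 37 degrees C, EGFP and DsRed were imaged.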
GLP1R cytotox = cytotoxic in the GLP-1 receptor inverse agonist counter-screen; AID 624418; Potency, µM (highest dose often 38.3 µM), for the others: at the highest dose activity change, negative = inhibition, usual class: inhibitors; 410,000 compounds, 0.13% hits; HEK293 cAMP-luciferase reporter cells, luminescence, 24 h;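 further: loss of luciferase light is scored as toxicity; potency means the concentration at half of the fitted maximal effect; on the % scale 0 is the no-effect control and ±100 the full control effect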
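MLSMR compounds, 24 hr on cells at 37 deg C/5% CO2; luminescence after luciferase reagent (12 min RT). Inhibition counted as the undesired cytotoxic outcome.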
The depositor's hits bear a star; i = inactive; ? = inconclusive; . = no result given; & = joins results of further samples; [ ] = remark or other dose. Unless noted, the call rests on the fitted dose curve; in most records, active means well fitted curve in the direction sought with a large enough effect; inconclusive means small, poorly fitted or top-dose-only effect, or another doubt; inactive means no such curve, though single readings can be large; an effect the other way counts as inactive or inconclusive.

cpd | mol | EPAC1 ag | EPAC1 antagonist | PTHR1 agonist | PLK1 PBD inh | GLP1R inv ag | PI5P4Ka inh | GLP1R ag | IL2 activator | GLP1R cytotox
1 | CN1C(=O)N(C)C(=O)C2(Cc3cc([N+](=O)[O-])ccc3N(C)C2c2ccccc2)C1=O (stereo not given) | 5% | 2% | -12% | -14% | -9% | -4 | -3% | -2.5 | 13%
2 | CCN1CCN(Cc2c(O)ccc3c2O/C(=C\C=C\c2ccccc2OC)C3=O)CC1 | 56µM* | 46%[activator] | i | 44%[activator] | -3% | -23 | 26% | 8.0 | 171%[activator]
3 | COc1ccccc1CN1CCN(C(=O)COc2cccc(C)c2)CC1 | -3% | 2% | ? | -7% | ? | 2 | -1% | 0.1 | -17%&2%
4 | c1csc(-c2nnc(NC3CCCCC3)c3ccccc23)c1 | 9% | -7% | -43%[inhibitor] | -8% | ? | 9 | -3% | 0.6 | ?
5 | CCSc1nnc([C@@H](N)Cc2ccccc2)o1 | -4% | 15% | i | 0% | -7% | . | 5% | -1.9 | -1%
6 | O=[N+]([O-])c1cc(F)c(N2CCCCC2)cc1Br | 7% | -8% | -13% | -8% | -21% | 18 | 5% | -3.4 | -20%
7 | CCc1cc2c(cc1-c1csc(C/C(N)=N/O)n1)C(C)(C)CCC2(C)C | -5% | -11% | i | -10% | ? | 24 | 18% | -2.5 | ?
8 | O=C(COc1ccc(Cl)cc1)N(c1ccc(Cl)cc1)C1CN2CCC1CC2 (stereo not given) | -5% | 19% | i | 2% | 8.9µM* | -7 | 3% | -0.5 | ?
9 | N#Cc1ccc2nc(-c3ccc(CN4CCC(n5c(=O)[nH]c6ccccc65)CC4)cc3)c(-c3ccccc3)nc2c1 | 19% | -1% | -38% | -10% | ? | 4 | -1% | -0.4 | ?
10 | CC(=Nc1ccc2c(c1)CCC2)c1c(O)n(C2CCCCC2)c(=O)[nH]c1=O | 8% | 9% | i | -6% | 6% | -4 | 0% | -1.9 | 7%
11 | CCCCC[C@H]1CCCCC[C@@H](O)C[C@@H](O)[C@@H](O)/C=C/C(=O)O1 | -17% | -12% | i | -9% | -5% | 25 | 4% | 0.1 | -1%
12 | CC1=NNC(=O)C1C(c1ccc(F)cc1)C(C#N)C#N (stereo not given) | 7% | -1% | -30%[57.5 µM] | 30µM* | 7% | -20 | -13% | 0.1 | -13%
13 | CCC1CO/C(=C(\C(Cl)=C(Cl)Cl)[N+](=O)[O-])N1Cc1ccc(Cl)nc1 (stereo not given) | 13% | 17% | -4% | -11% | 6% | 1 | -3% | 2.5 | -1%
14 | C=CCc1cc(C=C2C(=O)NC(=O)NC2=O)cc(OC)c1OCc1ccc(C(=O)O)cc1 | -3% | -5% | -20% | 12µM* | 20% | -62* | -7% | 2.5 | 8%
15 | Cc1cccc(NC(=O)[C@@H](NC(=O)N2C[C@H]3C[C@@H](C2)c2cccc(=O)n2C3)C(C)C)c1 | -13% | 2% | i | 4% | -6% | -3 | 3% | 1.0 | 3%
16 | Clc1ccc2[nH]c3c(c2c1)CCNC3 | 17% | -19% | -13% | -5% | ? | 14 | -1% | 1.0 | 0%
17 | N#CC1=C(N)Oc2c(c(=O)oc3ccccc23)C1c1ccncc1 (stereo not given) | 3% | -16% | 2%[57.5 µM] | -2% | 3% | . | 2% | 0.0 | 7%
18 | Cc1ccc(N)cc1C | . | 12% | -24% | -1% | -1% | 3 | 2% | -0.5 | 1%
19 | CCCCn1c(O)c(C(CC)=NC(C)c2ccccc2)c(=O)[nH]c1=O (stereo not given) | 10% | -3% | -28% | -9% | 0% | . | 28% | -1.6 | -17%
20 | O=C(NP(=O)(N1CC1)N1CC1)c1cc(I)ccc1I | -4% | -6% | -10% | -13% | 3% | -2 | -2% | -4.5 | 5%
21 | CC1CCCCN1C(=O)Cn1cc(C=C2C(=O)N(C)C(=O)N(C)C2=O)c2ccccc21 (stereo not given) | 20% | -7% | 0% | 17µM* | -12% | 3 | -8% | -1.4 | -7%
22 | O=C(O)c1ccccc1Nc1ccc([N+](=O)[O-])c2nonc12 | 0% | -22% | -23% | 0% | -8% | ? | 9% | 2.8 | ?
23 | COc1cccc(Cn2c(-c3cccs3)noc2=O)c1 | 2% | -4% | i | -8% | 0% | . | 16% | -3.3 | ?
24 | CN(C)C(CNC(=O)Cc1ccc(Br)cc1)c1ccccc1 (stereo not given) | 19% | -11% | i | -21% | ? | -4 | 11% | -2.4 | 3%
25 | O=C1NC(=S)NC(=O)C1=Cc1ccc(Br)s1 | 8% | ? | -48%[inhibitor] | 2.1µM* | -25% | -85* | -1% | -0.6 | -29%
26 | CCOP(=O)(OCC)C(NC(=O)c1ccccc1)=C(Cl)Cl | -5% | 18% | i | 0% | 18% | 4 | -2% | -0.3 | 5%
27 | C[C@H]1CCC/C=C/C2C[C@H](O)CC2[C@H](O)/C=C/C(=O)O1 (stereo not given in full) | -5% | -27% | i | -15% | -90% | 6 | -2% | -0.7 | -38%
28 | CC(C)OP(=O)(OC(C)C)C(Nc1ccccc1)c1ccccc1C(F)(F)F (stereo not given) | -31%[inhibitor] | ? | i | -13% | ? | 0 | 12% | 0.2 | 1%
29 | O=C(CN1CCN(CCO)CC1)Nc1ccc(Cl)cc1C(=O)c1ccccc1 | 0% | -10% | i | -1% | 0% | . | 0% | -1.5 | -18%
30 | c1ccc(CNCCc2ccc3c(c2)OCO3)nc1 | -1% | 21% | i | -5% | 12% | . | -2% | -0.6 | 1%
31 | O=C(c1ccccc1)c1cn(CC(=O)N2CCCc3ccccc32)c2ccccc12 | 18% | 0% | -6% | 0% | -3% | 0 | 2% | -0.3 | 7%
32 | CC(C)c1oc(=O)cc2c1[C@@H](O)[C@H]1OC(=O)[C@@]3(C)C[C@@H](O)[C@@H](O)[C@@]2(C)C13 (stereo not given in full) | 10% | -23% | -16% | -2% | ? | 8 | -18% | -0.9 | -29%
33 | COC(=O)C1=C(c2ccccc2OCc2ccccc2)C[C@@H]2CC[C@H]1N2C(=O)NCc1ccc(Cl)cc1 | 4% | -23% | -17% | 0% | ? | 20 | 2% | -0.8 | -1%
34 | CCOC(=O)C1(CCCc2ccccc2)CCN(C2CCCC2)CC1 | 0% | 0% | -5% | -15% | ? | -3 | 13% | -0.8 | ?
35 | Cc1nc2ccccc2c(=O)n1-c1ccncc1 | 12% | -1% | i | -18% | 0% | -1 | -2% | -1.6 | -2%
36 | COc1ccc(C(=O)C2CCCN(Cc3ccc(C)s3)C2)cc1OC (stereo not given) | -6% | -8% | -6% | -12% | -22% | 4 | 25% | -0.6 | 5%
37 | Cc1ccccc1S(=O)(=O)N(C)C[C@@H]1OCc2ccccc2-c2c(n(C)c3ccccc23)C(=O)N([C@H](C)CO)C[C@@H]1C | 10% | 7% | -15% | 3% | ? | 4 | -1% | -2.3 | -12%
38 | O=C(CCN1CC=C(c2ccccc2)CC1)NCc1ccccc1 | 4% | 11% | i | -11% | ? | 1 | -3% | -3.2 | 3%
39 | CN(CC(=O)Nc1ccc(F)cc1)C(=O)COC(=O)c1ccc(-c2ccccc2)cc1 | -12% | -12% | -13% | 0% | -23% | 2 | 0% | -1.2 | ?
40 | CCN(CC)C(=O)Cn1cc(/C=C2\C(=O)NC(=O)N(c3ccccc3F)C2=O)c2ccccc21 | -2% | ? | -49%[inhibitor] | 4.7µM* | 7% | -3 | -7% | -3.8 | -4%
41 | CSc1ccc(CN2CCC2(C)C(=O)Nc2cccc(NS(C)(=O)=O)c2)cc1 (stereo not given) | -2% | -2% | -47%[inhibitor] | 3% | ? | -2 | 0% | -0.9 | -10%
42 | C=CCn1c2ccccc2c2nnc(SCCCn3c(=O)[nH]c4ccccc43)nc21 | -8% | 1% | -33%[inhibitor][57.5 µM] | -1% | -28% | 8 | -24% | 0.8 | ?
43 | Cn1c(=O)oc2cc(S(=O)(=O)N3CCC(C(=O)N4CCN(c5ccc(F)cc5)CC4)CC3)ccc21 | 1% | -11% | -87%[inhibitor] | -7% | -26% | 5 | -4% | -0.3 | 3%
44 | COc1ccc(-n2c(SCCN(C)C)nc3ccccc3c2=O)cc1 | 7% | 9% | i | -1% | ? | 1 | 10% | -0.6 | 4%

Of the compounds above, six have a Cl atom.
cpd | mol | EPAC1 ag | EPAC1 antagonist | PTHR1 agonist | PLK1 PBD inh | GLP1R inv ag | PI5P4Ka inh | GLP1R ag | IL2 activator | GLP1R cytotox
8 | O=C(COc1ccc(Cl)cc1)N(c1ccc(Cl)cc1)C1CN2CCC1CC2 (stereo not given) | -5% | 19% | i | 2% | 8.9µM* | -7 | 3% | -0.5 | ?
13 | CCC1CO/C(=C(\C(Cl)=C(Cl)Cl)[N+](=O)[O-])N1Cc1ccc(Cl)nc1 (stereo not given) | 13% | 17% | -4% | -11% | 6% | 1 | -3% | 2.5 | -1%
16 | Clc1ccc2[nH]c3c(c2c1)CCNC3 | 17% | -19% | -13% | -5% | ? | 14 | -1% | 1.0 | 0%
26 | CCOP(=O)(OCC)C(NC(=O)c1ccccc1)=C(Cl)Cl | -5% | 18% | i | 0% | 18% | 4 | -2% | -0.3 | 5%
29 | O=C(CN1CCN(CCO)CC1)Nc1ccc(Cl)cc1C(=O)c1ccccc1 | 0% | -10% | i | -1% | 0% | . | 0% | -1.5 | -18%
33 | COC(=O)C1=C(c2ccccc2OCc2ccccc2)C[C@@H]2CC[C@H]1N2C(=O)NCc1ccc(Cl)cc1 | 4% | -23% | -17% | 0% | ? | 20 | 2% | -0.8 | -1%

An excerpt; count on the stated rates, not on these rows.
